Screening data (PubChem)
PhoP inhibition: inhibitors of PhoP regulon expression, primary screen, Salmonella Typhimurium, GFP reporter (AID 1863). inhibition, % at 50 µM; hits with a dose series show IC50 in µM. S. Typhimurium PhoP-regulated promoter GFP reporter, 4 h; higher % means a stronger effect. 300,000 compounds, 0.16% hits;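 active = inhibition over 29.93%, a cutoff 3 SD above the screen mean, later confirmed by dose response; inconclusive = inhibition over 29.93% but no dose response follow-up; inactive = inhibition at most 29.93% or unconfirmed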;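 note: 0% = low Mg2+ inducing control and 100% = high Mg2+ repressing control; strong numbers were not always called active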
KOR beta-arrestin-1: kappa opioid receptor activators – cell-based, luminescence, uHTS, primary screen (AID 1777); KOR beta-arrestin recruitment, luminescence; higher % means a stronger effect; one-dose activation, % at 10 µM; EC50 in µM for titrated hits; 280,000 compounds, 0.02% hits; in the data active = activation above about 50%, passing the limit was not always enough; note: a part of the inactive calls stands beside numbers as strong as those of hits
GPR55 antagonists: inhibition of LPI-stimulated GPR55 beta-arrestin translocation – imaging, U2OS, beta-arrestin-GFP, LPI agonist, primary screen (AID 2013). U2OS GPR55 beta-arrestin-GFP translocation imaging, LPI antagonism; higher % means a stronger effect. 290,000 compounds, 0.13% hits. inhibition, % at 10 µM; hits with a dose series show IC50 in µM;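 active = spots per cell inhibited over 60%, with over 100 cells counted and total cytoplasm intensity under 500,000; inconclusive = wells with under 100 cells, flagged as likely toxic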;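 note: U2OS cells stably carrying GPR55 and arrestin-GFP stimulated by 5 µM LPI near EC80; imaged beta-arrestin-GFP aggregate spots per cell after agonist stimulation; plate controls were LPI-stimulated DMSO wells for no effect and DMSO wells without LPI for full effect; some results filed as inactive read as strong as hits; confirmed hits need IC50 under 10 µM and bright autofluorescent wells are also inconclusive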
KOR beta-arrestin-2: kappa opioid receptor blockers – cell-based, luminescence, uHTS (AID 1778) | 290,000 compounds, 0.091% hits | inhibition, % at 10 µM, or IC50 in µM where a hit was titrated | KOR beta-arrestin recruitment, luminescence, antagonist mode; higher % means a stronger effect; in the data active = inhibition above about 50%; note: strong numbers were not always called active
West Nile antiviral: inhibition of WNV-induced cytopathic effect – cell-based, CPE readout (AID 1621); West Nile virus-infected cells, CPE inhibition; higher % means a stronger effect; 290,000 compounds, 0.02% hits; one-dose CPE inhibition, % at 10 µM; IC50 in µM for titrated hits; in the data active = a potency from the dose series; inconclusive = CPE inhibition mostly from about 3.7% at the one dose, without a potency; inactive = the rest, 99 in 100 with CPE inhibition below about 2.2%; note: strong numbers were not always called active
GPR35 antagonists: inhibition of zaprinast-stimulated GPR35 beta-arrestin translocation – imaging, U2OS, beta-arrestin-GFP, zaprinast agonist, primary screen (AID 2058). U2OS GPR35 beta-arrestin-GFP translocation imaging, zaprinast antagonism; higher % means a stronger effect. inhibition, % at 10 µM; hits with a dose series show IC50 in µM. 290,000 compounds, 0.052% hits;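 active = inhibition of at least 50% with at least 30 cells and total cytoplasm GFP at most 10,000,000; inconclusive = under 30 cells or total GFP of 10,000,000 plus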
T cell HTS: T cell immune modulation candidate. 2C CD8+ T cell-vesicle binding, flow cytometry; active compounds read low. calls only at 7 µM. 330,000 compounds, 0.068% hits. AID 2052;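 active = response, share of CD8 T cells binding vesicles, and their 90th percentile fluorescence all below set limits, cut at about 80% in these data, passing the limit was not always enough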
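Benchmarks: naked versus QL9-loaded vesicles / Assay system: purified 2C TCR transgenic mouse naive CD8+ T cells / Technique: high-throughput flow cytometry with anti-B7-1 and anti-CD8 staining / Timing: Cell–vesicle co-incubation 1.5 h at 37 °C, staining 20 min on ice / Read-out: percent CD8+ FL2 mean versus row control / Probe or stimulus: QL9-loaded Drosophila micro-vesicles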
GPR55 activation: selective activators of receptor GPR55 – imaging, U2OS cells, beta-arrestin-GFP redistribution, primary screen (AID 1961) | one-dose activation, % at 10 µM; EC50 in µM for titrated hits | U2OS GPR55 beta-arrestin-GFP redistribution imaging; higher % means a stronger effect | 290,000 compounds, 0.048% hits;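 active = activation above 40% with more than 50 cells counted in the well; inconclusive = wells holding fewer than 50 cells, flagged as toxic or sparse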;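 note: U2OS osteosarcoma cells stably expressing GPR55 and beta-arrestin-GFP; plate controls were DMSO negative control for no effect and LPI positive control for full effect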
NTR1 ag: NTR1-driven beta-arrestin-GFP spot formation – imaging, U2OS cells, high content, primary screen (AID 493036) | agonist mode | activation, % at 20 µM | P30989 | 330,000 compounds, 0.17% hits;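 active = activation at or above 40% of the spot to cytoplasm intensity ratio, with at least 20 cells analyzed; inconclusive = wells under 20 cells, flagged as cytotoxic or low count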;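 note: 0% = DMSO without peptide and 100% = 100 nM NTR1 peptide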
Target sequence (P30989 whole entry, looked up): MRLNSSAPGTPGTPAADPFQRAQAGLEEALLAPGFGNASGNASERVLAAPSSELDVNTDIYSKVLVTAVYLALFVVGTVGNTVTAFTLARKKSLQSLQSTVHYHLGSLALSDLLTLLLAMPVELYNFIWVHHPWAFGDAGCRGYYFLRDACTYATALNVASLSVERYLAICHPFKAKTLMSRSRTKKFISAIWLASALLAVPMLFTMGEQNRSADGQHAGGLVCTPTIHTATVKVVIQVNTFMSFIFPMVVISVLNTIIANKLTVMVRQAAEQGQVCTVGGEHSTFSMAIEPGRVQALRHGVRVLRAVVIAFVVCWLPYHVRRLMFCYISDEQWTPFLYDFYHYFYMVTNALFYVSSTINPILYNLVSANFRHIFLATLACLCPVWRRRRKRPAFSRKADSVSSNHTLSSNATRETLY
T cell HTS vesicle-bound %: recorded beside T cell HTS, whose call it bears; double positive events, %; measured here: CD8+ vesicle-bound cell fraction;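 binding gate set so that unloaded-vesicle control wells show 10% double positive cells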
NTR1 ag cell count 20 µM: second read-out of NTR1 ag, no call of its own (marks repeat the call); cell count; measured here: cell count, cytotoxicity flag
* = called active by the depositor; i = inactive; ? = inconclusive; . = not tested or not shown; [ ] = another dose, or the depositor's remark.

SMILES	PhoP inhibition	KOR beta-arrestin-1	GPR55 antagonists	KOR beta-arrestin-2	West Nile antiviral	GPR35 antagonists	T cell HTS	T cell HTS vesicle-bound %	GPR55 activation	NTR1 ag	NTR1 ag cell count 20 µM
Cc1cnn(C(=O)c2cc(-c3ccccn3)nc3ccc(Cl)cc23)c1	0%	-4.0%	6%	8%[20 µM]	0.4%	3%	i	18	0.6%	3.1	59
CCC(=O)NN1CCc2cc3ccc(C)cc3nc21	-7%	-4.3%	1%	-21%	-0.1%	-4%	i	32	-0.1%	-1.4	82
CCc1nc(SCC(=O)N2CCCC2)c2c(=O)n(C)c(=O)n(C)c2n1	-8%	1.8%	1%	12%	0.1%	0%	i	67	0.0%	-0.5	64
Nc1cc(=O)[nH]c(SCC(=O)Nc2ccccc2Sc2ccc(Cl)cc2)n1	1%	-4.1%	5%	1%	-1.0%	-9%	i	10	-0.4%	7.6	27
O=C(COc1ccccc1Cl)NCCCNC(=O)c1cnccn1	-2%	2.9%	-5%	-36%	0.5%	-6%	i	36	0.0%	0.8	45
CN(C(=O)Cn1nnc(-c2cccnc2)n1)C1CCCCC1	3%	-1.9%	6%	40%	0.4%	11%	i	36	-0.6%	2.2	58
CCOC(=O)c1ccc(NC(=O)CN(C)S(=O)(=O)c2ccc(OC)cc2)cc1	9%	-0.8%	0%	14%	-0.3%	13%	i	61	0.3%	0.1	58
CN(C)C(=S)NC1CCS(=O)(=O)C1 (centres undefined)	-4%	-6.7%	2%	-35%	0.6%	10%	i	47	-0.4%	0.0	32
Cc1ccccc1-n1c(=O)c2c(n3cnnc13)-c1ccccc1CC21CCCCC1	5%	11%	7%	-22%	0.6%	2%	i	59	0.2%	4.9	40
N#Cc1c(-c2ccccc2)cc(-c2ccc(O)cc2)nc1N	-4%	2.1%	0%	-48%[20 µM]	1.3%	-9%	i	20	-0.1%	4.4	66
CCN=c1scc(-c2ccco2)n1/N=C/c1ccc(O)cc1	27%	9.7%	2%	-2%	1.3%	-12%	i	36	-0.2%	8.2	65
COc1ccc(Nc2nc(-c3c(C)nc4ncccn34)cs2)cc1	1%	.	-13%	-268%[20 µM]	-1.7%	-3%	.	.	-0.1%	.	.
CCCCS(=O)(=O)/C=C\C=C/S(=O)(=O)CCCC	-6%	-4.5%	1%	0%	.	24%	i	67	0.8%	16	44
Cc1cc(Br)ccc1NC(=O)CN(C)Cc1cccs1	9%	-4.6%	-6%	2%	-1.2%	-10%	i	5	.	0.5	57
COc1cc(NC(=O)CSc2nc3ccccc3cc2Cc2ccccc2)cc(OC)c1	7%	2.8%	13%	-2%	?	7%	i	24	0.5%	1.3	39
O=C(Nc1cccc(N2CCCC2)c1)c1cccs1	2%	1.0%	1%	43%	-0.4%	-21%	i	28	0.2%	-0.3	34
CCCN(CCC)C(=O)Cn1ccc(=N)c2ccccc21	2%	2.0%	6%	-11%	0.8%	17%	i	37	-0.1%	-0.8	63
Cc1cc(N(CN2CCCC2=O)C(=O)c2ccc(F)cc2)no1	0%	9.8%	-3%	-17%	0.5%	-5%	i	18	1.0%	0.5	80
CCn1cc(C(=O)NC2CCCCC2)c(=O)c2cc(S(=O)(=O)N(C)C)ccc21	-3%	0.6%	0%	-7%	0.1%	-9%	i	23	-0.3%	0.2	48
COc1ccccc1OCCSc1nc2ccccc2n1CCC(=O)O	-5%	-4.8%	-12%	-37%[20 µM]	2.1%	2%	i	55	-0.4%	1.0	68
Cc1ccccc1OCC(=O)NCC(=O)OCc1ccc(Br)cc1	8%	-3.8%	7%	-5%	0.2%	-2%	i	27	0.2%	1.2	67
CCOC(=O)C(C)Oc1cccc2c(=O)n(CC(=O)NCc3ccccc3)ccc12 (centres undefined)	-3%	-2.0%	-19%	-64%	0.8%	-5%	i	38	-0.1%	0.6	57
CC1CC(=O)c2c(cc3c(-c4c(O)cc(O)c5c(O)c6c(cc45)OC(C)CC6=O)c(O)cc(O)c3c2O)O1 (centres undefined)	?	45%	16%	-58%	-1.5%	45%	i	31	0.1%	32	74
CCOC(=O)c1nnc(-c2ccccc2)nc1Oc1ccc(Cl)cc1	-2%	0.4%	16%	9%	1.5%	-5%	i	51	-0.3%	15	53
COc1ccc(NC(=O)CN(c2ccccc2)S(=O)(=O)N(C)C)cc1OC	-11%	-4.4%	15%	14%	-0.3%	0%	i	32	-0.1%	0.2	62
O=C(CN1C(=O)C2C3C=CC(C3)C2C1=O)Nc1ccc2c(c1)OCCO2 (centres undefined)	-1%	-0.5%	14%	18%	0.3%	-8%	i	33	-0.1%	2.7	65
Cc1cccc2c(C(=O)Nc3ccc(Br)cc3)cc(-c3ccccn3)nc12	-4%	14%	0%	-374%[20 µM]	-0.4%	-8%	i	33	0.2%	0.0	69
CCCOC(=O)c1ccc(NC(=O)c2cc(Cl)ccc2OC)cc1	1%	1.8%	10%	10%	0.0%	-12%	i	49	-0.2%	5.8	44
[N-]=[N+]=N[C@@H](CCN1CC[C@H](O)CCC1=O)c1ccccc1	-2%	-1.4%	15%	-11%[20 µM]	-0.3%	18%	i	37	-0.3%	-1.9	93
CCCOc1ccc(C(=O)NCC2OCCc3ccccc32)cc1OC (centres undefined)	-10%	3.1%	-7%	13%	-0.4%	-1%	i	43	-0.4%	-0.5	43
COc1ccc(Cn2c(C)c(C)c(C#N)c2NC(=O)Nc2cccc(C)c2)cc1	2%	-3.8%	6%	26%	-0.1%	2%	i	64	-0.1%	1.5	59
COc1ccc(/C=N\NC(=O)c2cc(OCC(F)(F)F)ccc2OCC(F)(F)F)cc1	-9%	28%	7%	-143%	-0.2%	8%	i	52	-0.3%	2.5	60
COc1ccc(N(CC(=O)Nc2ccc(C)cc2C)S(=O)(=O)c2c(C)n[nH]c2C)cc1	-3%	6.2%	-38%	-34%	0.5%	-15%	i	32	0.3%	-0.9	54
COc1cccc(OC)c1OCCCOc1c(OC)cccc1OC	2%	0.1%	-1%	15%	0.4%	8%	i	12	-0.2%	-5.7	79
Cc1cc(NC(=O)CSc2nnc(N)s2)c([N+](=O)[O-])cc1C	-7%	-0.6%	12%	-19%	0.1%	-1%	i	33	0.0%	1.0	42
Cc1[nH]c(C)c(S(=O)(=O)N2CCN(c3ccccc3)CC2)c1C(=O)N1CCCC1	-7%	2.8%	3%	12%	1.1%	-5%	i	32	-0.1%	0.5	60
CCc1nc2sc3c(c2c(=O)n1NC(=O)CCl)CCCC3	9%	-1.7%	3%	-1%	1.9%	8%	i	26	0.3%	1.2	51
CCCCOC(=O)Nc1nnc(CCOCC)s1	8%	2.8%	6%	22%	0.2%	7%	i	34	-0.2%	-2.8	75
COC(=O)c1cc([N+](=O)[O-])c(-n2ccnc2)c([N+](=O)[O-])c1	3%	2.2%	-10%	-15%	0.2%	-4%	i	34	0.2%	3.6	59
COC(=O)COc1cccc2c(=O)n(CC(=O)NCCc3ccc(OC)c(OC)c3)ccc12	3%	1.9%	1%	-29%	0.0%	-11%	i	22	-0.3%	-2.3	87
COc1cccc(NC(=S)Nc2cccnc2)c1	10%	3.4%	11%	16%	0.1%	12%	i	6	0.0%	0.4	76
CN(Cc1nccs1)C(=O)c1ccc2nc(Cc3ccccc3F)oc2c1	1%	2.5%	14%	15%	-0.6%	6%	i	65	0.0%	1.7	62
CCCC12CN3CC(C)(CN(C1)C3c1ccc([N+](=O)[O-])o1)C2=O (centres undefined)	-3%	-2.1%	3%	-8%	0.3%	6%	i	49	-0.2%	-0.7	39
CCOc1ccc2nc(SCC(=O)Nc3cc(C)on3)c(C)cc2c1	-2%	2.8%	-6%	-58%	-0.1%	13%	i	16	0.1%	0.6	41
Cc1ccc(Nc2cc(C)nc(-c3ccccc3)n2)cc1	-1%	-5.0%	21%	16%	-0.7%	-13%	i	50	0.0%	7.7	83
CC(=O)Nc1ccccc1NC(=O)C/C(C)=N/NC(=O)Cc1cccc2ccccc12	6%	-1.6%	15%	-7%	-0.6%	0%	i	38	-0.2%	0.3	67
CCCNC(=O)CN1C(=O)NC(CC)(c2ccc(F)cc2)C1=O (centres undefined)	-6%	4.2%	5%	5%	-0.4%	-4%	i	43	-0.2%	0.5	46
COc1cc(COCC(O)CN2CCc3ccccc3C2)cc(OC)c1OC (centres undefined)	-2%	2.4%	8%	-19%[20 µM]	-0.9%	-4%	i	53	0.1%	-0.1	77
CCn1nnnc1SCC(=O)Nc1cccc(C)n1	-4%	2.3%	5%	7%	0.0%	1%	i	31	-1.0%	-1.3	64
O=C(Nc1nnc(SCc2ccc(Cl)cc2)s1)c1cnccn1	-9%	2.9%	6%	13%	-1.0%	4%	i	22	-0.2%	-1.0	54
COc1ccc(CNCCC2(O)CC(C)N(C)CC2C)cc1OC (centres undefined)	-3%	-3.4%	18%	5%[20 µM]	-1.6%	5%	i	27	-0.1%	0.0	57
CCOC(=O)c1[nH]c2ccccc2c1N=C(C)N(CC)CC	-13%	-6.8%	-3%	20%	.	0%	i	48	-0.3%	-0.6	26
CN(C(=O)COc1ccc(Cl)cc1Cl)c1nnc(C23CC4CC(CC(C4)C2)C3)s1	-13%	-0.4%	0%	-8%	0.5%	-19%	i	15	1.3%	5.1	51
O=C(Nc1nc(-c2cccc3ccccc23)cs1)c1ccc2c(c1)S(=O)(=O)c1ccccc1C2=O	6%	-0.6%	7%	-104%[20 µM]	0.5%	-5%	i	50	0.2%	-0.2	73
CCOc1ccc(NC(=O)C2C(c3ccccc3)C2(Cl)Cl)cc1 (centres undefined)	-1%	3.1%	11%	0%	-0.7%	10%	i	58	-0.1%	2.9	51

No enrichment for hits; any-hit rate near 0.62%.
